rTrxR1 inhibitor – inhibitors of rat thioredoxin reductase 1; O89049; recombinant rTrxR1, NADPH fluorescence consumption, selenite substrate; Potency, µM (highest dose often 114 µM), inactives show top-dose activity change, negative = inhibition, usual class: inhibitors; 390,000 tested, 1% active; further: on the % scale 0 is the no-effect control and ±100 the full control effect; nearly all actives have a fitted effect of over 65% in size
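Rat TrxR1 (90 nM in the dispensed reagent) was pre-reduced with 400 uM NADPH for 5 min at room temperature, then incubated with compound for 15 min. After 400 uM selenite was added, NADPH fluorescence (Ex 340/Em 450 nm) was followed for 8 min.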
12-LOX inh – ALOX12 (human) lipoxygenase inhibition; purified 12hLO, xylenol orange hydroperoxide absorbance; Potency, µM (doses to about 108 µM), without a hit: at the top dose activity change, negative = inhibition, hits mostly inhibitors; 580,000 tested, 1.1% active; AID 1671190; further: on the % scale 0 is the no-effect control and ±100 the full control effect
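Purified human 12hLO (150 nM final) in 25 mM Hepes, 0.01% Triton X-100, pH 7.0 was preincubated 15 min at room temperature with compound. Then 40 uM arachidonic acid was added, 30 min. Hydroperoxide was read by Fe-XO absorbance ratio 573/405 nm.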
HP1b binding inh – inhibitors of HP1-beta chromodomain binding to methylated histone tails. AID 540317. AlphaScreen HP1-beta / biotin-H3K9me3 peptide binding. Potency, µM (top dose mostly 114 µM), without a hit: top-dose activity change, negative = inhibition, hits mostly inhibitors. 390,000 tested, 0.56% active; further: nearly all actives have a fitted effect of over 70% in size; inactives centre near 23
Target sequence (P83916 whole entry, looked up): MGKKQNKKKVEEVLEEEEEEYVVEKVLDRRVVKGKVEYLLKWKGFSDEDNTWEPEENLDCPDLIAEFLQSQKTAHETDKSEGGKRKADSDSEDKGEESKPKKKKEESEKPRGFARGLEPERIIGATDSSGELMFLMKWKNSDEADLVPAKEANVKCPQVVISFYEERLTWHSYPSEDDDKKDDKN
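AlphaScreen: HP1-beta (50 nM) preformed 30 min with biotin-H3(1-18)K9me3 peptide (50 nM) in PBS pH 7.4, 0.01% Tween-20. Compound added for 30 min at RT, then streptavidin donor/nickel chelate acceptor beads (10 ug/mL) for 30 min.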
ERG-DNA inh – blocks human ERG Ets domain binding to DNA. P11308. fluorescence polarization, His-ERG Ets domain / labelled DNA. Potency, µM (highest dose often 76.9 µM), without a hit: top-dose FP activity, negative = inhibition, hits mostly inhibitors. 370,000 tested, 0.028% active; active means well fitted inhibition curve with a large enough effect in the polarisation, with a control signal flat; inconclusive means small, poorly fitted or top-dose-only effect, or effect the other way, or a change in a side signal; inactive means no such curve, though single readings can be large or run the other way; the % refers to the polarisation;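 further: polarization taken with two DNA probes labelled with fluorescein and Texas red; % of control where 0% means no effect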
Target sequence (P11308 whole entry, looked up, the tested form may be a part): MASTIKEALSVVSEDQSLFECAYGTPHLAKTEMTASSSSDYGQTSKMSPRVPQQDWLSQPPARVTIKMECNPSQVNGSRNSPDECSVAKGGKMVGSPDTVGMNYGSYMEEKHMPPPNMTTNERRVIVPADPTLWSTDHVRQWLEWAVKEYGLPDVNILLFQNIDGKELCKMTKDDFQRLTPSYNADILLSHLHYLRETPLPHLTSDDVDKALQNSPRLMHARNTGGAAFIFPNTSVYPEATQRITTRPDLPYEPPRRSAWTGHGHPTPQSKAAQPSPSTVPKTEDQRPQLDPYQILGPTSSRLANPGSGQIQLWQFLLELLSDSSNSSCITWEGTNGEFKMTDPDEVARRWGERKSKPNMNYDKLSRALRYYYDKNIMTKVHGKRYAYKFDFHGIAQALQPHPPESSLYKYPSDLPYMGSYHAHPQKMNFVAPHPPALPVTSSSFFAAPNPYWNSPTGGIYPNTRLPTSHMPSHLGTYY
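His-tagged ERG Ets domain (1 uM in the protein solution; 300mM KCl, 50mM Tris-HCl, 1mM EDTA, 1mM DTT, pH 7.5) received compound, then a probe mix of 5 nM fluorescein-DNA and 100nM Texas-615-DNA. Fluorescence polarization was read for both dyes.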
JMJD2A Tudor – JMJD2A Tudor domain (human) inhibition. Potency, µM (top dose mostly 114 µM), without a hit: at the highest dose activity change, negative = inhibition, usual class: inhibitors. O75164. 390,000 tested, 4.4% active. AID 504339. AlphaScreen JMJD2A-Tudor / H3K4me3 peptide binding; further: on the % scale 0 is the no-effect control and ±100 the full control effect; nearly all actives have a fitted effect of over 50% in size
GLS inhibitor – inhibitors of human glutaminase (GLS). O94925. GLS enzymatic activity, qHTS titration. Potency, µM (series often up to 45.5 µM), inactives show top-dose activity change, negative = inhibition, most hits filed as inhibitors. 410,000 tested, 0.21% active. AID 624170; further: on the % scale 0 is the no-effect control and ±100 the full control effect
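hKGA; 45 mM KH2PO4 pH 8.2 + 0.02% Tween-20; cpd via pin tool; 1 mM Gln soln; GluOx/HRP/Amplex Red; RT 30 min; fluor. t0 & final.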
PGK inhibitor – inhibitors of T. brucei phosphoglycerate kinase; P07378; 380,000 tested, 0.043% active; Potency, µM (highest dose often 57.5 µM), for the others: at the highest dose activity change, negative = inhibition, actives largely listed as inhibitors; AID 602233; PGK/GAPDH coupled, Kinase-Glo luminescence, 60 min; further: on the % scale 0 is the no-effect control and ±100 the full control effect; nearly all actives have a fitted effect of over 60% in size
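Luminescent ATP detection (Kinase-Glo Plus) follows a 60-minute room-temperature incubation, with wells lacking PGK as controls. Buffer: 100 mM TEA (pH 7.6), 5 mM MgCl2, 0.01% Tween-20. Coupling enzyme GAPDH (100 nM final) supplies unstable 1,3-BPG in-well.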
Pin1 inhibitor – inhibitors of human Pin1 | Q13526 | Pin1 FP peptide displacement, HiFluor488, 10 min | Potency, µM (doses to about 115 µM), for the others: at the highest dose activity, negative = inhibition, usual class: inhibitors | 390,000 tested, 0.009% active; active means well fitted inhibition curve with a large enough effect in the polarisation, with a control signal flat, not every such curve was filed as active; inconclusive means small, poorly fitted or top-dose-only effect, or effect the other way, or a change in a side signal; inactive means no such curve, though single readings can be large or run the other way; the % refers to the polarisation; further: on the % scale 0 is the no-effect control and ±100 the full control effect
Target sequence (Q13526 whole entry, looked up): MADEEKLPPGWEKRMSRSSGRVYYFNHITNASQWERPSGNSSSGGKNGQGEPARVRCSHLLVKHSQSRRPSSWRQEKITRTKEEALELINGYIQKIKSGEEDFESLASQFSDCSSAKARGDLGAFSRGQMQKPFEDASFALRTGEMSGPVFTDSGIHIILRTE
RGS4 inhibitor – human RGS4 inhibition; P49798; Transcreener GDP fluorescence polarization, RGS4-accelerated GTP hydrolysis; Potency, µM (titrated, usually from 114 µM), for the others: at the top dose activity change, negative = inhibition, usual class: inhibitors; 390,000 tested, 0.039% active; AID 504845; further: on the % scale 0 is the no-effect control and ±100 the full control effect; nearly all actives have a fitted effect of over 75% in size; some results filed as inactive show a strong effect at the top dose
Target sequence (P49798 whole entry, looked up): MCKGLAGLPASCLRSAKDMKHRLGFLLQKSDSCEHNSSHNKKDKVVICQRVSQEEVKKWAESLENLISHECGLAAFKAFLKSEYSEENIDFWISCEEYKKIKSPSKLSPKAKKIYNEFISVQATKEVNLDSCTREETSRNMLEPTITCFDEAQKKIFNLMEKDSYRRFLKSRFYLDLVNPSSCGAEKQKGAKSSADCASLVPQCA
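MLSMR compounds (23 nl, pin-transferred) preincubated 10 min at room temperature with a 500nM (2x) first reagent, then RGS4 at 900nM (2x) plus Transcreener GDP mix added; fluorescence polarization (620/688 nm) read before and after 90 min at 30 °C.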
* marks the source's active call; other numbers are inactive results; i = inactive; ? = inconclusive; · = no result given; & = joins results of further samples; [ ] = remark or other dose. Unless noted, the call rests on the fitted dose curve; in most records, active means well fitted curve in the direction sought with a large enough effect; inconclusive means small, poorly fitted or top-dose-only effect, or another doubt; inactive means no such curve, though single readings can be large; an effect the other way counts as inactive or inconclusive. Potency means the concentration at half of the fitted maximal effect.

SMILES	rTrxR1 inhibitor	12-LOX inh	HP1b binding inh	ERG-DNA inh	JMJD2A Tudor	GLS inhibitor	PGK inhibitor	Pin1 inhibitor	RGS4 inhibitor
COc1ccc(S(=O)(=O)N2CCCC2CNC(=O)C(=O)NCc2ccco2)cc1 (stereo unspecified)	5%[57.1 µM]	2%	38%	4%	-19%	-9%	-1%	-3%	-27%
CC(C)CNS(=O)(=O)c1ccc(CCC(=O)NCC2CCCO2)cc1 (stereo unspecified)	11%[11.4 µM]	-10%	43%	-7%	-1%	-12%	i	-1%	-47%
CC1=CC(C)(C)N=C(Nc2ccc(C)cc2)S1	5%	-1%	61%[activator]	·	-1%	6%	·	5%	-18%
Nc1cc(Nc2ccccc2)ccn1	8%	-7%	24%[57 µM]	9%	8%	23%	17%	6%	-28%
CC(C)(C)NC(=O)C(=O)NCCC1=CCCCC1	0%	2%	?	2%	-31%[57.1 µM]	8%	-1%	-1%	?
O=C1CSC2(C(=O)N(Cc3ccccc3)c3ccccc32)N1c1cccc(F)c1 (stereo unspecified)	25%	0%	30%	6%	-9%	-6%	3%	-3%	27%
Cc1cc(C(=O)CS(=O)(=O)c2ccccc2)cc(C)c1O	-43%[57.1 µM]	0%	-24%	-1%	-15%	12%	-2%	-9%	3%
Cc1ccccc1NC(=O)C1CC(=O)n2ncnc2N1 (stereo unspecified)	-7%	145%[activator]	67%[activator]	-1%	7%	-1%	-6%	-5%	1%
O=C(c1nnc(-c2ccccc2)o1)C1CC1	2%	-1%	37%	-5%	1%	-12%	-3%	-5%	-4%
CCOc1cc(CNCc2ccncc2)cc(Br)c1OCc1ccccc1F	12%	?	56%[activator]	-10%	-5%	-3%	-1%	-2%	10%
COc1ccccc1N1CCN(C(=O)CSc2nc(-c3ccccc3)cc(=O)[nH]2)CC1	10%[57.1 µM]	0%	6%	-1%	-22%	29%	i	-9%	-11%
Cc1cc(C)n(S(=O)(=O)c2ccc3oc(=O)ccc3c2)n1	18%	0%	7%	1%	-6%	-13%	-1%	1%	5%
CCC(C)Sc1ccc(-c2nc3cnccn3c2NC2CCCCC2)cc1 (stereo unspecified)	17%	?	45%[activator]	8%	-4%	-1%&0%	6%	6%	26%
CC(=O)Nc1nc(=S)ss1	-24%[57.1 µM]	?	-41%	2%	-34%	-1%	-2%	0%	-45%
O=C(O)c1cc(NC(=O)c2cccc(N3C(=O)c4ccccc4C3=O)c2)cc(C(=O)O)c1	15%	6%	12%	8%	-15%	11%	-7%	-1%	8%
O=C1C(C=NCCCN2CCCC2=O)=C(O)c2ccccc21	-6%	-8%	33%	-2%	8%	12%	8%	11%	20%
CN(C)c1ccc(NC(=O)CSc2nnc(-c3ccco3)c(-c3ccco3)n2)cc1	-27%	-30%	?	4%	?	?	-9%	1%	-42%
O=C(CCc1ccc(S(=O)(=O)N2CCOCC2)cc1)N1CCc2ccccc2C1	0%[57.1 µM]	1%	21%	4%	-5%	-1%	8%	3%	-4%
CC(=O)c1cccc(S(=O)(=O)NC(C)C2CC3CCC2C3)c1 (stereo unspecified)	21%	-18%	12%	-5%	-22%	0%	-3%	3%	3%
C=CCNC(=O)COC(=O)c1ccc(C)c(NC(=O)c2ccco2)c1	10%[57.1 µM]	1%	26%	3%	6%	5%	6%	1%	8%
CCn1c(SCCN2CCCCC2)nc2c1c(=O)n(C)c(=O)n2C	44%[activator]	5%	71µM*	-5%	-25%	-7%	-3%	-6%	-52%
Cc1ccc(OCCSc2nc3ccc(NC(=O)c4ccc5c(c4)OCO5)cc3s2)cc1	27%	-3%	28%	-3%	-8%	1%	-9%	0%	16%
O=C(Cc1ccccc1)N/N=C/c1cc(Br)cs1	6%[57.1 µM]	15%	17%	6%	-17%	-8%	-10%	1%	-21%
Cc1ccc(NC(=O)C2CCCN(S(=O)(=O)c3ccc(C)cc3)C2)cc1 (stereo unspecified)	-2%	-10%	29%	2%	-5%	7%	i	0%	-13%
Cc1occc1C(=O)N1CCN(Cc2ccccc2)CC1	7%	-11%	7%	·	-21%	1%	·	-2%	6%

Whole records from above:
Record of CN(C)c1ccc(NC(=O)CSc2nnc(-c3ccco3)c(-c3ccco3)n2)cc1 = rTrxR1 inhibitor = -27%; 12-LOX inh = -30%; HP1b binding inh = ?; ERG-DNA inh = 4%; JMJD2A Tudor = ?; GLS inhibitor = ?; PGK inhibitor = -9%; Pin1 inhibitor = 1%; RGS4 inhibitor = -42%
Record of CCn1c(SCCN2CCCCC2)nc2c1c(=O)n(C)c(=O)n2C = rTrxR1 inhibitor = 44%[activator]; 12-LOX inh = 5%; HP1b binding inh = 71µM*; ERG-DNA inh = -5%; JMJD2A Tudor = -25%; GLS inhibitor = -7%; PGK inhibitor = -3%; Pin1 inhibitor = -6%; RGS4 inhibitor = -52%

Additional entries
SMILES	rTrxR1 inhibitor	12-LOX inh	HP1b binding inh	ERG-DNA inh	JMJD2A Tudor	GLS inhibitor	PGK inhibitor	Pin1 inhibitor	RGS4 inhibitor
CCOC(CNC(=O)C(=O)Nc1cc2c3c(c1)CCC(=O)N3CCC2)OCC	14%	4%	36%	-1%	-13%	-1%	i	-8%	4%
CC(C)N1CCc2c(sc(NC(=O)c3ccc4ccccc4c3)c2C(N)=O)C1	-12%	?	47%[activator]	-8%	22%	9%	-6%	?	?
COCC(=O)OCC(=O)Nc1ccc(Cl)cc1[N+](=O)[O-]	7%	-10%	22%	14%	-20%	1%	i	-1%	-30%
O=C(NC(=S)N1CCCCCC1)c1cccc([N+](=O)[O-])c1	-21%	-9%	44%[activator]	9%	-24%	-1%	0%	-2%	-18%
C/C(=N\NC(=S)NCc1ccccc1)c1ccc2ccccc2c1	-16%	45µM*	-11%	7%	-38%	2%	i	-2%	6%
C/C=C\C(=O)Nc1cccc(C2=NOC3(C2)C[C@@H](C(N)=O)N(C(=O)c2ccc(Cl)cc2)C3)c1 (stereo partly specified)	25%	?	32%	13%	-23%	2%	-2%	1%	14%
CC(=C/c1ccco1)/C=N/NC(=O)CSc1nnc(SCc2ccc(C)cc2)s1	-47%	?	?	1%	-27%	13%	-5%	36%[activator]	-31%
Cc1cccnc1NC(=S)Nc1ccc(F)cc1F	-45%	16µM*	-12%	-19%	-8%	-2%	-1%	-1%	-20%
CC1(C)Cc2cccc(C(=O)NCc3ccco3)c2O1	?	0%	9%	3%	?	-18%	-5%	-1%	-4%
CC1CCCCC1NC(=O)CN1C(=O)NC(Cc2ccccc2)(Cc2ccccc2)C1=O (stereo unspecified)	-6%	-10%	30%	-1%	-10%	-4%	i	-3%	-19%
COc1cccc(N2CCN(c3ncnc4onc(-c5ccc(F)cc5)c34)CC2)c1	13%	?	36%	-1%	-20%	-1%	0%	4%	-1%
COc1cccc(N(CC(=O)O)S(=O)(=O)c2ccccc2)c1	3%	23%	56%	-8%	14%	-4%	-1%	?	-13%
COC(=O)c1ccccc1NC(=O)CSc1nnc(Cc2ccc(Cl)cc2)o1	18%	?	3%	-7%	9%	1%	-1%	-5%	-25%
O=C(COC(=O)c1c(F)cccc1Cl)NCC1CCCCC1	13%[57.1 µM]	1%	38%[activator]	15%	10%	-8%	i	-1%	-37%
CCOc1ccc(CCNC(=O)C2CSC3(C)CCC(=O)N23)cc1OCC (stereo unspecified)	4%	-18%	53%[activator]	-2%	-4%	0%	3%	3%	11%
Cc1ccc(S(=O)(=O)N2CCC(C(=O)NCCCN3CCOCC3)CC2)cc1	17%	21%	8%	-11%	-13%	0%	6%	-1%	26%
CCn1c(SCC(=O)NC2CCS(=O)(=O)C2)nnc1-c1ccccc1 (stereo unspecified)	43%[activator][57.1 µM]	10%	20%	-7%	-2%	1%	2%	-2%	13%
Cn1c(SCC(=O)NCCc2ccccc2)ncc(C(=O)Nc2ccc(F)cc2)c1=O	5%	5%	22%	5%	-12%	1%	-10%	27%	-20%
CCOC(=O)Cc1csc(N/N=C/c2ccc(Cl)cc2)n1	2%[57.1 µM]	0%	19%	-1%	-8%	?	6%	1%	7%
O=S1(=O)c2cccc3cccc(c23)N1Cc1ccc(-c2nnco2)cc1	22%[57.1 µM]	4%	53%	9%	-1%	8%	i	20%	-11%
C=CCn1c(SCC(=O)N2CC(=O)Nc3ccccc32)nc2scc(-c3ccccc3)c2c1=O	-1%	0%	-14%	-6%	-12%[11.4 µM]	-28%	-2%	50%[activator]	-31%[11.4 µM]
O=C(Nc1c(Cl)cc(Cl)cc1C(=O)NCCN1CCOCC1)c1ccc(Cl)cc1Cl	9%	0%	16%	5%	-7%	0%	-3%	0%	27%
O=C1Nc2ccccc2SC(c2ccccc2)C1O (stereo unspecified)	-26%	13µM*	-30%	5%	56µM*	-10%	-21%	·	-51%
C/C(=N\NC(=O)c1ccc(Cl)cc1)c1cccc(NC(=O)c2cccnc2)c1	-18%[57.1 µM]	-1%	50%[activator]	9%	-11%	-2%	-4%	-11%	-6%
Cc1c(Cl)cccc1NC(=O)C1COc2ccccc2O1 (stereo unspecified)	3%	32%[activator]	41%[activator]	-3%	5%	-2%	4%	0%	26%
Cc1ccc(NC(=O)C(C)OC(=O)Cc2c[nH]c3ccccc23)cc1S(=O)(=O)N1CCOCC1 (stereo unspecified)	-5%	-7%	21%	-2%	-28%	-5%	i	-2%	-19%
Oc1[nH]c2ccccc2c1C=Nc1ccc2c(c1)OCO2	12%[57.1 µM]	-19%	7%	-11%	?	10%	·	-5%	-18%
COC(=O)c1nc(C(=O)OC)c(C(=O)OC)nc1C(=O)OC	8%	56%[activator]	19%	2%	-7%	5%	-1%	-4%	-16%

Compound activity as filed in PubChem.

Some of the compounds tested; the hit share may differ from the screen's.
